# EPAC1 agonist: EPAC1 (human) agonism | O95398 | EPAC1 agonist qHTS, biochemical assay; response scale: 100% = response to 6.5 mM cAMP | Potency, µM (doses to about 154 µM), inactives show top-dose activation, most hits filed as activators | hit rate 0.073% among 360,000; further: potency means the concentration at half of the fitted maximal effect; nearly all actives have a fitted effect of over 60% in size
#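 Normalized to 6.5 mM cAMP, activity reflects EPAC1-catalysed release of BODIPY-GDP from Rap1B, followed kinetically over 30 min at 480 nm excitation, 540 nm emission. Reaction contained 100 nM EPAC1, 250 nM Rap1B-BODIPY-GDP, 50 uM GDP.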
# EPAC1 antagonist: EPAC1 (human) antagonism; O95398; EPAC1 GEF assay, Rap1b-BODIPY-GDP exchange fluorescence; Potency, µM (doses to about 115 µM), without a hit: top-dose activity change, negative = inhibition, usual class: inhibitors; hit rate 0.14% among 360,000; AID 720709;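 further: potency means the concentration at half of the fitted maximal effect; plate controls were vehicle for no effect and positive control for full effect; nearly all actives have a fitted effect of over 50% in size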
# WRN helicase inh: WRN helicase (human) inhibition | AID 651768 | hit rate 0.46% among 360,000 | Potency, µM (series often up to 114 µM), for inactives: top-dose activity change, negative = inhibition, actives largely listed as inhibitors | Q14191 | WRN helicase unwinding, fluorescent forked duplex, kinetic; further: potency means the concentration at half of the fitted maximal effect; on the % scale 0 is the no-effect control and ±100 the full control effect; nearly all actives have a fitted effect of over 55% in size
#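 WRN at 20 nM final was preincubated with compound for 15 min at room temperature; reaction started with 100 nM forked duplex oligonucleotide carrying fluorophore and quencher plus 2 mM ATP (final). Unwinding followed kinetically by red fluorescence (ex 525/em 598 nm).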
# PLK1 PBD block: inhibitors of human PLK1 polo-box domain binding; Plk1 PBD binding of FITC phosphopeptide, fluorescence polarization; Potency, µM, inactives show max response, negative = inhibition, actives largely listed as inhibitors; hit rate 2.8% among 360,000; further: potency means the concentration at half of the fitted maximal effect; series mostly up to about 57 µM; on the % scale 0 is the no-effect control and ±100 the full control effect; nearly all actives have a fitted effect of over 65% in size
# Target sequence (P53350 whole entry, looked up, the tested form may be a part): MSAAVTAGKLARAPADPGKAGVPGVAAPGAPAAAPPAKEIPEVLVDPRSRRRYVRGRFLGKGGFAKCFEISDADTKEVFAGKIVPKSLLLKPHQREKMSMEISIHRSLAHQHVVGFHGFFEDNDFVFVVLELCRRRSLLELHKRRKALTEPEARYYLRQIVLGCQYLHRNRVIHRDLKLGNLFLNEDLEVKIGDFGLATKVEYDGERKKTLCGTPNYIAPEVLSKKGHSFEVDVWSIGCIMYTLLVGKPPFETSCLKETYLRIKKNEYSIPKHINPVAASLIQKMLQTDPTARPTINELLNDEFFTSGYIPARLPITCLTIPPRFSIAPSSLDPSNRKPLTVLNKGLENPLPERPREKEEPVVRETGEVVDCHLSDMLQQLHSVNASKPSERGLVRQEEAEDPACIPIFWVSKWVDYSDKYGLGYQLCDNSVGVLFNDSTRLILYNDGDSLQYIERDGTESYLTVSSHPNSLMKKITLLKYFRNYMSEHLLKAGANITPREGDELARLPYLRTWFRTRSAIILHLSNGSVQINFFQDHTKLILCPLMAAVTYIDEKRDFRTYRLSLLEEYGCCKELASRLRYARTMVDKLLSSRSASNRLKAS
# PI5P4Ka inh: PI5P4K alpha (human) kinase inhibition; max response, %; P48426; hit rate 1.2% among 330,000; PI5P4Kalpha enzyme, ADP-Glo luminescence, 60 min; active compounds read low; active means max response of -50% or lower; inconclusive means between -30% and -50%; inactive means -30% or higher; further: value at the top dose of about 77 µM; on the % scale 0 is the no-effect control and ±100 the full control effect
# Target sequence (P48426 whole entry, looked up): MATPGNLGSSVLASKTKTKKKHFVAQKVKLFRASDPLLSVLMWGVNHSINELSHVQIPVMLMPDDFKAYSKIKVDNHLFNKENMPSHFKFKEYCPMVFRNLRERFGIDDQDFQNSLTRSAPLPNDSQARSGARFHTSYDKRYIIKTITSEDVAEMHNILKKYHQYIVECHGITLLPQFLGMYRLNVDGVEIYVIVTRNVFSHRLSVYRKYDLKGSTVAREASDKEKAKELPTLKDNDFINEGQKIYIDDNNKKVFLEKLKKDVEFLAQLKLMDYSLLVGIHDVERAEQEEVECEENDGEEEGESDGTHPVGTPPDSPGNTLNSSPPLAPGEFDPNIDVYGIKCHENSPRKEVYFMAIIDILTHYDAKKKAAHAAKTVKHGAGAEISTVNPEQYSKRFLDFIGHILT
#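 qHTS, 1536-well: enzyme/substrate mix, compound by pin tool, 5 microM ATP final; RT 60 min; ADP-Glo reagents 1 (45 min) then 2 (30 min); luminescence.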
# IL2 activator: activators of IL-2 | hit rate 0.065% among 360,000 | activation, % (series mostly up to about 46 µM) | IL-2 activation reporter assay, cell-based qHTS; stimulated with anti-CD3/CD4/CD28 beads; in transgenic mouse T cells | AID 652025; in the data active means activation above about 50%; inconclusive means mostly about 30% to 49%; further: 0% is about no effect
#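 Using fluorescent plate cytometry, EGFP and DsRed are detected in transgenic mouse T cells stimulated 18 h at 37 degrees C with antibody-coated beads after 60 min compound pretreatment.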
# Abeta rescue: compounds reversing amyloid beta toxicity in yeast; yeast expressing A-beta42, growth rescue, OD600, 48 h; response scale: 0% DMSO, 100% iron-clioquinol control; Potency, µM (top dose mostly 46.1 µM), for the others: at the top dose growth rescue, usual class: activators; hit rate 0.063% among 410,000; AID 1347071; further: potency means the concentration at half of the fitted maximal effect; nearly all actives have a fitted effect of over 55% in size
#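 Yeast A-beta toxicity model in growth medium with pinned compounds, 48 h at 30 C; growth read as absorbance at 600 nm. Normalized to FeCl3/clioquinol equimolar mix (positive) and DMSO (negative).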
# FUS suppressor: suppressors of FUS proteinopathy in yeast. hit rate 0.24% among 390,000. AID 1347120. Potency, µM (top dose mostly 76.6 µM), without a hit: at the top dose growth rescue (activation), hits mostly activators. S. cerevisiae FUS-expressing, growth rescue, OD600, 24 h;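 further: potency means the concentration at half of the fitted maximal effect; plate controls were DMSO vehicle for no effect and reference control for full effect; nearly all actives have a fitted effect of over 55% in size; some results filed as inactive show a strong effect at the top dose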
#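 Quantitative HTS measuring growth restoration of FUS-toxic yeast. Galactose-induced cells (OD 0.005) were exposed 24hr at 30C to compounds at several concentrations, then absorbance at 600 nm was recorded.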
# aSyn rescue: alpha-synuclein toxicity inhibition in yeast; Yeast expressing alpha-synuclein, growth rescue, BacTiter-Glo, 24 h; Potency, µM (titrated, usually from 46.1 µM), inactives show top-dose growth rescue (activation), usual class: activators; hit rate 0.14% among 370,000; AID 652106; further: potency means the concentration at half of the fitted maximal effect; % of control where 0% means no effect; nearly all actives have a fitted effect of over 65% in size
#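 Rescue of yeast growth: cells expressing toxic alpha-synuclein, induced in galactose at OD600 0.02, incubated with compound 24 h at 30 C. ATP luminescence quantified growth; inhibitors of toxicity appear as activators.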
# The depositor's hits bear a star; ? = inconclusive; . = no result given; & = joins results of further samples; ! = not active in a repeat; [ ] = remark or other dose. Unless noted, the call rests on the fitted dose curve; in most records, active means well fitted curve in the direction sought with a large enough effect; inconclusive means small, poorly fitted or top-dose-only effect, or another doubt; inactive means no such curve, though single readings can be large; an effect the other way counts as inactive or inconclusive. Compounds were not picked by outcome, and some 4.1% of all compounds hit somewhere here.
# Below each SMILES: EPAC1 agonist	EPAC1 antagonist	WRN helicase inh	PLK1 PBD block	PI5P4Ka inh	IL2 activator	Abeta rescue	FUS suppressor	aSyn rescue
O=C1CC(N2CCN(S(=O)(=O)c3cccc(C(F)(F)F)c3)CC2)C(=O)N1Cc1ccccc1 (stereo not drawn)
  3%	0%	-7%	-3%	1	-0.9	?	41%	0%
O=C1NCC(COc2ccc(Cl)cc2)O1 (stereo not drawn)
  -3%	-19%	0%	-16%	-4	-1.6	3%	0%	-2%
COC(=O)CN(c1ccc(F)cc1)S(=O)(=O)c1ccc2c(c1)OCCO2
  5%	7%	0%	-7%	.	-2.3	16%	21%	10%
Cc1c(NC(=O)C(C)Oc2ccc(Br)cc2)c(=O)n(-c2ccccc2)n1C (stereo not drawn)
  6%	-11%	-4%	4%	-1	0.0	-9%	-7%	-1%
CC(=O)N1CCCc2cc(S(=O)(=O)N3CCCC(C(=O)N4CCN(c5cc(C)ccc5C)CC4)C3)ccc21 (stereo not drawn)
  -16%	-11%	-14%	3%	5	-1.8	7%&-8%	13µM*!	7%
CC(C)CNC(=O)C1(C)CCCN1Cc1ccccc1OC(F)F (stereo not drawn)
  3%	9%	-3%[57.1 µM]	-7%	-6	-0.6	-8%	-11%	-5%
CCCc1nc2c([nH]1)C(c1cccnc1)C(C#N)=C(N)O2 (stereo not drawn)
  1%	9%	7%	-12%	-27	-1.9	0%	.	-8%
COc1ccccc1NC(=O)CN1CCN(C(=O)c2ccco2)CC1
  7%	-28%	-1%	-8%	6	2.0	-1%	14%	-4%
CC(=O)N1CCN(C(=S)c2ccc([N+](=O)[O-])cc2)CC1
  -3%	2%	8%	?	-12	-2.7	4%	15%	1%
CCN(c1ccccc1)S(=O)(=O)c1ccc(C(=O)Nc2cc(C)ccn2)cc1
  4%	-3%	-3%	-4%	-2	0.8	-5%	.	9%
Cc1ccccc1C(=O)NC(=S)Nc1ccccc1N1CCCC1
  21%	-8%	-5%	?	13	-2.2	?	9%	0%
CC1(C(=O)NS(=O)(=O)c2ccccc2)CCN1C(=O)C1(c2ccc(Cl)cc2)CCC1 (stereo not drawn)
  -2%	-20%	1%	-3%	-2	-0.1	-8%	20%	8%
O=C(Nc1ccc2c(c1)OCO2)C1CC(c2ccccc2O)=NO1 (stereo not drawn)
  8%	2%	1%	2%	-8	-2.8	2%	0%	2%
Cc1cccc(NS(=O)(=O)c2ccc(C)c(C(=O)NCc3ccccn3)c2)c1
  -1%	-13%	2%	-2%	1	1.0	-1%	13%	0%
CS(=O)(=O)c1cnc2c(-c3ccc(F)cc3)cnn2c1N
  0%	13%	5%	-1%	-1	-0.8	16%	-2%	0%
CCN(CC)C(=O)[C@H]1CC(CC(=O)NCCCn2ccnc2)C(=O)N2CCc3c([nH]c4ccccc34)[C@]12C (stereo partly drawn)
  -13%	6%	1%	-1%	-3	0.0	-12%	1%	-4%
COc1ccc(/C(O)=C2/C(=O)C(=O)N(c3ccccn3)C2c2ccc(C(C)C)cc2)cc1 (stereo not drawn)
  -12%	-9%	-6%	-14%	6	-1.1	-6%	-17%	4%
CCC(C)NC(=O)C1CCN(c2nc(OC)nc(OC)n2)CC1 (stereo not drawn)
  16%	1%	6%	-2%	.	-2.0	-5%	30%	0%
Cc1ccccc1C(=O)Nc1nnc(-c2ccco2)s1
  11%	4%	2%	-17%	0	-0.7	17%	-4%	-4%
O=C(Cn1cc2c(n1)CCCC2)NC1CCCCCC1
  -1%	-25%	1%	-28%	4	1.5	18%	13%	3%
CC(NC(=O)Nc1ccccc1)C(c1ccccc1)N1CCOCC1 (stereo not drawn)
  -2%	-9%	6%	2%	-3	-3.2	5%	-11%	0%
O=C(CSc1ccccc1C(=O)O)NC1CCCCCCC1
  1%	16%	4%	-3%	0	0.3	3%	-4%	7%
Cc1ccc2nc(-c3ccncc3)cc(C(=O)Nc3ccncc3)c2c1
  -2%	15%	11%	4%	0	-4.5	-5%	19%	10%
O=C1CCCN2N=C(SCC(=O)Nc3cccc(F)c3)SC2=N1
  10%	-10%	-10%	-11%	-6	0.4	16%	24%	1%
Cc1ccc(NC(=O)N2CCCC2C(=O)NCc2ccc3c(c2)OCO3)cc1 (stereo not drawn)
  4%	5%	7%	2%	0	-0.4	1%	9%	0%
COc1ccc(C(=O)NCC(C)NC(=O)c2ccc(OC)c(Br)c2)cc1Br (stereo not drawn)
  1%	-5%	-21%	-1%	7	-0.7	17%	10%	9%
CCc1nnc(NS(=O)(=O)c2ccc(N=Cc3c(C)[nH]n(-c4ccc(Cl)cc4)c3=O)cc2)s1
  -7%	-8%	-17%	?	-5	-0.4	-9%	.	-18%
O=C(CN(Cc1ccc(F)cc1)C(=O)CNS(=O)(=O)c1ccc(Cl)cc1)NCC1CCCO1 (stereo not drawn)
  3%	-2%	-9%	6%	-2	-1.9	-8%	10%	-1%
Cc1ccc(C(=O)OC2CCS(=O)(=O)c3sccc32)cc1 (stereo not drawn)
  1%	-6%	-4%	-1%	7	1.1	36%	17%	2%
CC(C)(CN1CCCC1)NC(=O)C1CCC(=O)N(CCCN2CCOCC2)C1 (stereo not drawn)
  2%	-4%	-2%	-10%	0	-2.2	-1%	16%	-4%
COc1ccc(NC2=NCCC(=O)N2Cc2cccs2)cc1
  0%	-5%	-14%	-21%	-3	-0.9	-7%	20%	2%
COc1ccccc1N(CC(=O)Nc1ccc2c(c1)OCCO2)S(=O)(=O)c1ccc(C)cc1
  1%	-21%	-15%	-13%	1	-3.0	-5%	?	12%
Nc1nonc1C(=Nc1ccc(Br)cc1)NO
  0%	-12%	-5%	-1%	0	-0.9	?	3%	14%
CCc1nc(N2CCN(CC(=O)NCC3CCCO3)CC2)c(C#N)c2c1COC(C)(C)C2 (stereo not drawn)
  16%	-8%	-2%	-4%	-2	0.0	-11%	-21%	-2%
Cc1nc2nc(C)c(CCC(=O)N3CCOCC3)c(C)n2n1
  -1%	3%	3%	-2%	14	-0.5	2%	.	-6%
O=C(CSc1nc(-c2ccco2)cc(C(F)(F)F)n1)N1CCN(c2ccc(Cl)cc2)CC1
  -1%	-20%	-5%	0%	-5	-0.2	13%	15%	0%
CCc1nnc(NC(=O)c2ccc(COc3cccc(C)c3)o2)s1
  -4%	5%	-7%	-5%	0	-3.5	2%	3%	6%
Cn1c(=O)c2cc(NC(=O)CCc3cccnc3)ccc2n1Cc1ccc(F)cc1
  8%	-9%	-2%	5%	-6	-0.5	-15%	-18%	-4%
COc1cc(/C=C/C(=O)Nc2ccc(C)cc2)cc(OC)c1OC
  7%	-16%	-19%	6%	-3	3.5	-7%	11%	-5%
CN(CCC#N)C(=O)CSc1nnc(-c2c[nH]c3ccccc23)o1
  14%	-20%	-5%	-15%	-3	-0.2	2%	-27%	1%
CC1CCCC(C)N1/N=C/c1ccccc1C(=O)O (stereo not drawn)
  5%	2%	-6%	-22%	-15	-0.9	-3%	19%	7%
CCOC(=O)C1CCN(C(=O)COC(=O)c2cccc(NS(=O)(=O)c3ccccc3)c2)CC1
  -2%	2%	5%	1%	1	-2.5	0%	21%	-1%
CCCCCCN1C[C@@H](n2cc(C3CC3)nn2)[C@H](O)C[C@@H]1c1ccc(OC)cc1
  -15%	-13%	-10%	-2%	0	-2.1	4%	14%	9%
Cc1nc(NC(=S)NC(=O)c2ccccc2)sc1C(=O)N(C)C
  3%	10%	8%	-6%	.	-3.1	10%	-1%	3%
CC1CC(C)CN(CC(=O)c2cccs2)C1 (stereo not drawn)
  0%	14%	1%	-16%	0	-0.1	14%	8%	-2%
c1ccc2cc(CNCc3cccc4ccccc34)ccc2c1
  9%	-4%	-20%	3%	16	1.8	0%	7%	-11%
CCO[C@@H]1OC(C(=O)NC2CC2)=C[C@H](C2CCCCC2)[C@H]1CCCO
  -10%	-6%	6%	-7%	0	-0.2	-5%	12%	0%
Cc1ccc(CC(=O)Nc2nncs2)cc1
  8%	10%	-1%	-11%	-4	-2.4	11%	68%	-4%
CCC(=O)c1cc(F)ccc1OCC(=O)Nc1ccc2c(c1)OCCO2
  0%	-11%	-6%	-7%	10	0.3	2%	-11%	0%
COc1ccc(CN(CC(=O)NCc2ccc(F)cc2)C(=O)c2csnn2)cc1
  4%	2%	0%[57.1 µM]	3%	0	0.6	-9%	-20%	-1%
Cn1ccc(-c2ccccc2)n1
  15%	4%	-6%	-3%	2	0.1	5%	-51%	0%
O=C1c2ccccc2CSc2c(O)cccc21
  2%	3%	-2%	-6%	7	0.0	?	10%	11%
Fc1ccccc1CNCC1CCCO1 (stereo not drawn)
  3%	-21%	8%	-3%	-5	-0.8	9%	-13%	-4%
COc1cccc(/C(O)=C2/C(=O)C(=O)N(CCN3CCOCC3)C2c2cccs2)c1 (stereo not drawn)
  0%	-10%	17%[57.1 µM]	-14%	-17	-1.9	-21%	12%	4%
CC(C)Cc1nnc(NC(=O)c2ccc3c(c2)OCCO3)s1
  0%	-21%	-7%	0%	-6	0.9	12%	13%	1%
O=C(CSc1n[nH]c(=O)n1C1CC1)Nc1ccc(Cl)c(Cl)c1
  0%	-23%	-6%	-3%	-7	0.4	-17%	24%	-1%

# Entries listed so far that contain a CF3 group (2):
# Below each SMILES: EPAC1 agonist	EPAC1 antagonist	WRN helicase inh	PLK1 PBD block	PI5P4Ka inh	IL2 activator	Abeta rescue	FUS suppressor	aSyn rescue
O=C1CC(N2CCN(S(=O)(=O)c3cccc(C(F)(F)F)c3)CC2)C(=O)N1Cc1ccccc1 (stereo not drawn)
  3%	0%	-7%	-3%	1	-0.9	?	41%	0%
O=C(CSc1nc(-c2ccco2)cc(C(F)(F)F)n1)N1CCN(c2ccc(Cl)cc2)CC1
  -1%	-20%	-5%	0%	-5	-0.2	13%	15%	0%
